# Source: PubChem BioAssay
# GALR2 blocker: GALR2 antagonists in receptor-expressing cells, primary screen. inhibition, % at 4 µM. AID 828, 2007. Galanin receptor type 2 (Homo sapiens), O43603. antagonist mode. 0.39% of 140,000 active; in the data active = inhibition above about 27%;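 note: cells stimulated with galanin 1-16 at roughly its EC80; 0% = agonist challenge control and 100% = basal control without agonist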
# Target sequence (O43603 whole entry, looked up): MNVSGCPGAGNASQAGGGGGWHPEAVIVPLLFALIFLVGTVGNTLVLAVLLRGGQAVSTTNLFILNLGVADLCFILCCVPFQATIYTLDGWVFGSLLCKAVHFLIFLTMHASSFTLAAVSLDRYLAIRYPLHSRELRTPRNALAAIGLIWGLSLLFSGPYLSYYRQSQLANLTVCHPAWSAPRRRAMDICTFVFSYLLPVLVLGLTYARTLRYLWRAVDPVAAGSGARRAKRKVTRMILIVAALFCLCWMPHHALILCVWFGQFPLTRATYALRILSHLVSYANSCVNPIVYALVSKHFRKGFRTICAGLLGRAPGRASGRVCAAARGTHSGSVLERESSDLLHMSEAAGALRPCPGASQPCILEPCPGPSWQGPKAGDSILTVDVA
# Yeast growth inh: growth inhibitors of yeast BB579 in restrictive medium, primary screen, yeast lifespan-shortening project, S. cerevisiae; OD615, 48 h; inhibition, % at 10 µM; 0.51% of 140,000 active; AID 804, 2007;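 active = inhibition above a set limit, 3 SD over the mean compound inhibition, cut at about 44% in these data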; note: inactives centre near -24
#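 System: DeaD yeast strain BB579; buffer or medium: CSMM-D dextrose restrictive medium; technique: OD at 615 nm; schedule: 4 h cell preincubation, 48 h compound exposure, 30 °C humidified; doses: single 10 µM dose; controls: amphotericin B 10 µg/mL, positive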
# Yeast life ext: compounds extending yeast replicative lifespan, primary screen, S. cerevisiae, OD615; S. cerevisiae growth with nicotinamide; deaD strain in restrictive glucose medium; inhibition of the nicotinamide effect, % at 10 µM; 0.68% of 130,000 active; AID 775, 2007;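 active = inhibition above a set limit, placed 3 SD over the median of all compounds, cut at about 26% in these data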;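 note: 0% = nicotinamide-treated wells and 100% = cells grown without nicotinamide; some compounds called inactive have numbers as strong as hits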
#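 System: DeaD-strain S. cerevisiae / Buffer or medium: CSMM-D, restrictive glucose (dextrose) synthetic minimal medium / Probe or stimulus: nicotinamide, 1.5 mM, co-present with compound / Compound: one concentration, 10 µM, DMSO 0.25% / Incubation: 48 h compound exposure at 30 °C, humidified / Technique: optical density (absorbance) at 615 nm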
# MRP-1 activ: H69AR viability gain despite doxorubicin, primary screen, MRP-1 activator project, H69AR cells, CellTiter-Glo; viability rescue; viability increase, % at 10 µM; 0.61% of 140,000 active; AID 799, 2007;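 active = viability gain under doxorubicin at or above a set limit, the compound median plus 3 SD, cut at about 4.7% in these data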;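 note: MRP-1 overexpressing cells given doxorubicin 25 µM after compound pretreatment; 18-22 h compound pretreatment then 72 h with doxorubicin before readout; 0% = doxorubicin-only wells and 100% = vehicle-treated cells without doxorubicin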
# PTEN del growth: growth suppression of PTEN-null HCT116, primary screen, cell-based, CellTiter-Glo; HCT116 PTEN-null viability, 60 h; hits give low values; viability, % at 10 µM; 1.2% of 140,000 active;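 active = viability at or below a set limit, 4 SD under the median of all tested compounds, cut at about 3.7% in these data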;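 note: PTEN knockout HCT116 line with beta catenin targeted HCT116 as companion control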
# Phagocytosis inh: inhibitors of macrophage phagocytosis, primary screen, imaging, J774A.1 cells, IgG beads. J774A.1 macrophage IgG-bead phagocytosis. inhibition, % at 5 µM. 0.07% of 110,000 active. AID 1029, 2008;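 active = inhibition above the mean of the plate negative controls plus 5 SD, cut at about 13% in these data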;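 note: phagocytic index as fraction of beads internalized from green versus red external bead signal; plate controls were DMSO negative control for no effect and cytochalasin-D positive control for full effect; some results beyond the cut were filed as inactive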
# Measles CPE: compounds protecting cells from measles virus cytopathic effect, primary screen, measles RdRp inhibitor project, single point, MLSMR library, absorbance. Measles virus-infected cells, CPE protection. protection (pct of control), % at 4 µM. 1.5% of 140,000 active. AID 841, 2007; in the data active = protection mostly above about 24%, no sharp cut-off; inactive = mostly below about 26%; note: some compounds called inactive have numbers as strong as hits
# E-sel TNF inh: E-selectin induction blockers in HUVEC – imaging, immunofluorescence, high content, primary screen; inhibition, % at 2 µM; 0.71% of 120,000 active; HUVEC TNFa-induced E-selectin immunofluorescence;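 active = inhibition above the batch mean plus 3 SD, and confirmed as a hit on visual image review, cut at about 43% in these data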;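 note: 0% = TNF-stimulated DMSO wells and 100% = unstimulated control wells; not every result past the cut was called active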
# NPY Y2 blocker: NPY-Y2 receptor antagonists, primary screen, cell-based; 0.99% of 140,000 active; inhibition, % at 2.7 µM; NPY-Y2 expressing cells, antagonist mode; Neuropeptide Y receptor type 2 (Homo sapiens), P49146; AID 793, 2007; in the data active = inhibition above about 17%;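 note: 0% = vehicle with agonist challenge and 100% = reference antagonist with challenge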
# Target sequence (P49146 whole entry, looked up): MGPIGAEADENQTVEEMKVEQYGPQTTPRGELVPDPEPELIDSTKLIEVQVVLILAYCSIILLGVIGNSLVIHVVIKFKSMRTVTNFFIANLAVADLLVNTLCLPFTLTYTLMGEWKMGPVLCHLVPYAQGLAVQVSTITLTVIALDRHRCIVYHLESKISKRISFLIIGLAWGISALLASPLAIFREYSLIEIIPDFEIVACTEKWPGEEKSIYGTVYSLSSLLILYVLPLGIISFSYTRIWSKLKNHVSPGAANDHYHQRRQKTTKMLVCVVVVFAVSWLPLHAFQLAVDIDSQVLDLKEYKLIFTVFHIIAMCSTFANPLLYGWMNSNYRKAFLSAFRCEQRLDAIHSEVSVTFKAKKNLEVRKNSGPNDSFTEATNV
# HCT116 bCat-KO: primary screen for growth suppressors in beta-catenin knockout HCT116 cells (colon tumor, human); AID 818, 2007; viability, % at 10 µM; HCT116 beta-catenin knockout viability, CellTiter-Glo, 60 h; hits give low values; 1.5% of 140,000 active;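 active = viability at or under a set limit, the compound median less 4 SD, cut at about 6% in these data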;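 note: 0% = Hyamine 1622 control at 20 µM and 100% = untreated cell control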
# Active calls of the source: *; . = no result given; & = joins results of further samples.
no.	Structure	GALR2 blocker	Yeast growth inh	Yeast life ext	MRP-1 activ	PTEN del growth	Phagocytosis inh	Measles CPE	E-sel TNF inh	NPY Y2 blocker	HCT116 bCat-KO
1	CN(C(=O)c1ccncc1)c1nnc(-c2cnccn2)s1	-3	11	-5	-1.9	97	-2	32*	27	-1	86
2	COc1ccc(/C=N/c2oc(-c3ccccc3)cc2C#N)cc1	-6	-23	-7	-0.5	94	0	9	13	-1	88
3	Cc1ccc(-c2nc3ccccc3c(=O)n2Cc2ccccc2)cc1	-8	-23	11	-3.9	83	.	6	-14	2	83
4	CCN(CC)S(=O)(=O)c1ccc(N2CCCCC2)c(NC(=O)/C(C#N)=C/c2ccc(OC)cc2)c1	-3	-33	1	0.6	85	.	5	.	1	83
5	CCOc1ccc(Nc2nc(Cc3nnc(SCC(=O)NC4CCCC4)n3C)cs2)cc1	-5	-47	-5	-3.0	90	0	4	-24	0	89
6	CCOC(=O)C1CCN(Cc2cnc(Oc3ccc(N)cc3)s2)CC1	8	5	1	-0.9	70	0	4	-18	2	73
7	COc1ccc(NC(=O)CCSc2ccc(C)cc2)cc1	-17	-36	-4	-2.8	85	.	4	.	3	93
8	Cc1ccc(S(=O)(=O)Nc2cccc3cccnc23)cc1	8	-4	-4	-2.9	1.6*	0	21	-7	-1	1.6*
9	COC(=O)c1oc2ccc(Cl)cc2c1N	-4	28	-25	-0.1	93	4	6	-7	1	88
10	CCN(C(=O)c1ccc(S(C)(=O)=O)cc1)C12CC3CC(CC(C3)C1)C2	6	-18	6	-0.4	81	-2	20	.	4	86
11	Cc1cccc(C)c1NC(=O)CSc1ncnc2nc[nH]c12	10	5	-4	-1.9	88	-1	6	.	5	83
12	O=C(Nc1cccnc1)c1cccc(F)c1	4	-29	-4	0.8	94	10	5	.	2	100
13	COc1cccc(CN2CCC(C(=O)N3CCN(c4ccccc4F)CC3)CC2)c1OC	-3	-44	6	-1.9	87	-5	5	5	3	87
14	O=C(Cc1cn2ccsc2n1)NCc1ccccc1	-2	-7	-8	-3.1	89	0	5	5	0	81
15	O=[N+]([O-])c1cc(C(F)(F)F)ccc1Sc1nccn1Cc1ccccc1	-10	-38	11	-1.8	85	1	3	-23	6	89

# (more compounds)
no.	Structure	GALR2 blocker	Yeast growth inh	Yeast life ext	MRP-1 activ	PTEN del growth	Phagocytosis inh	Measles CPE	E-sel TNF inh	NPY Y2 blocker	HCT116 bCat-KO
16	COc1ccc(NC(=O)c2cc(Cl)ccc2Cl)c([N+](=O)[O-])c1	12	-41	0	-3.7	81	-4	4	-4	3	77
17	COc1ccc(Cl)cc1NC(=O)Cn1nc(-c2ccc(C)cc2)n(C)c1=S	9	-26	-1	-3.2	84	-5	17	.	3	85
18	O=C(NCCSCc1c(F)cccc1Cl)c1ccco1	-1	-7	-14	-0.9	96	0	3	-8	1	92
19	Cc1noc(C)c1CSc1ccccc1C(=O)Nc1nccs1	5	-41	-7	-0.6	93	0	24	-15	5	89
20	O=C(Nc1ccc(Cl)cc1C(=O)NCc1cccnc1)c1ccco1	-5	6	3	-5.0	95	-1	4	18	5	118
21	O=C(c1cnccn1)N1CCc2ccccc21	-2	-41	-16	-0.3	92	2	1	.	1	92
22	Cc1cc(/C=N/n2cnnc2)c(C)n1-c1cccc(C(=O)O)c1	-19	-29	-3	-1.8	94	-1	9	.	-1	91
23	CCN1C(=O)/C(=C2/C=Cc3cc(C)ccc3N2CC)N(C)C1=S	4	-5	6	-1.8	75	-5	13	.	0	79
24	CC(NC(=O)CCNC(=O)c1ccccc1Cl)C1CC2CCC1C2 (centres undefined)	5	-15	-1	-1.9	95	-2	7	-16	2	95
25	O=C(Cn1[nH]c(=O)c2ccccc2c1=O)NC1CCCCCC1	-10	7	-5	-2.1	82	0	2	14	3	83
26	CN1CCN(C(CNS(=O)(=O)c2ccc(F)cc2)c2cccnc2)CC1 (centres undefined)	8	-18	-2	-2.6	99	.	11	-9	1	88
27	COC(=O)C1CCCN1C(=O)COc1ccc(Cl)cc1Br (centres undefined)	6	-21	1	1.2	74	1	11	.	1	67
28	O=C(Nc1ccccc1)NC1CCCCC1	-3	-5	42*	-0.5	.	1	3	-1	4	88
29	Cc1cccc2cc(COC(=O)c3ccccn3)c(=O)[nH]c12	7	-11	-10	-0.3	100	-1	6	.	1	96
30	O=C(CSc1nncs1)Nc1ccc2c(c1)OCCO2	8	-7	-5	-3.3	87	.	4	-6	0	101

# (next part)
no.	Structure	GALR2 blocker	Yeast growth inh	Yeast life ext	MRP-1 activ	PTEN del growth	Phagocytosis inh	Measles CPE	E-sel TNF inh	NPY Y2 blocker	HCT116 bCat-KO
31	O=C(CSc1nnc(-c2cnccn2)n1Cc1ccco1)c1ccc(Cl)c(Cl)c1	-14	-33	-15	-3.4	90	-1	2	.	10	86
32	Cc1nn2c(-c3ccccc3)c(-c3ccccc3)nc2[nH]c1=O	14	-14	-15	-2.0	89	-1	12	-38	0	91
33	CN(C)CCSc1nnc2[nH]c3ccccc3c2n1	-6	-10	-4	-2.0	93	-2	2	7	1	82
34	COc1cccc(NC(=O)Cn2cc3c(n2)CCCCC3)c1	-1	-24	-6	0.2	101	0	4	3	-1	107
35	CC(C)Cn1cnc2c1c(=O)n(CC(=O)Nc1ccc3c(c1)OCO3)c(=O)n2Cc1ccccc1	-4	-47	26	-3.3	69	.	5	71*	-2	72
36	Cc1ccc(N/C(CSC(N)=O)=N/S(=O)(=O)c2ccccc2)cc1	-5	-12	-2	0.5	99	.	2	-4	-1	91
37	CC(C)(C)c1csc(NC(=O)CSc2nc3ccccc3c(=O)[nH]2)n1	-4	-27	-16	-3.0	103	.	10	-16	6	94
38	COCON1C(=O)CN(C(C)=O)C1c1ccc(Cl)cc1Cl (centres undefined)	7	-5	-10	-2.8	90	.	11	-2	10	104
39	COc1ccc(NC(=O)NS(=O)(=O)c2ccc(C)cc2)c(OC)c1	11	14	-6	-1.8	94	1	3	13	-1	97
40	Cc1ccc(N2CCN(S(=O)(=O)N3CCCCC3)CC2)cc1Cl	-2	-17	0	0.5	100	-3	9	-14	4	86
41	Oc1c(C=C2N=c3ccccc3=N2)sc(=S)n1C1CCCCC1	7&3	-25&-14	-5&0	2.9&3.5	103&87	-3&-5	12&21	-8	-1&3	95&91
42	Cn1c(CN2CCC(C(N)=O)CC2)c(C#N)c2ccccc21	-12	-13	.	-3.1	96	.	9	-41	0	103
43	CN(C)c1ccc(C(=S)N2CCNCC2)cc1	-1	-24	2	-0.4	94	1	6	.	2	88
44	Cc1cc2c3c(c1)C1(C(=O)N3C(C)(C)CC2C)C(C#N)=C(N)Oc2n[nH]c(C)c21 (centres undefined)	8	-28	-6	-1.7	27	0	9	-10	3	27
45	CCNC(=S)N=Nc1c(O)n(Cc2ccc(Cl)cc2)c2ccccc12	10	-50	3	-1.6	37	.	6	.	9	30

# Next section:
# Value order – GALR2 blocker, Yeast growth inh, Yeast life ext, MRP-1 activ, PTEN del growth, Phagocytosis inh, Measles CPE, E-sel TNF inh, NPY Y2 blocker, HCT116 bCat-KO
[46] CS(=O)(=O)N1CCN(C(=O)C(Sc2ccccc2)c2ccccc2)CC1 (centres undefined)
 : -2, -28, -16, -2.5, 78, -4, 7, 7, 0, 86
[47] CC(c1ccco1)N(C(=O)COc1ccc(Cl)cc1Cl)c1ccccn1 (centres undefined)
 : -1, -28, -11, -2.0, 65, 2, 16, -5, 8, 72
[48] COc1cccc(CNCCO)c1OCc1ccccc1Cl
 : -16, -16, 0, -3.3, 101, -7, 21, ., 7, 84
[49] COc1ccc(NS(=O)(=O)c2cc(NC(=O)Cc3cccs3)ccc2C)cc1
 : -10, -43, 11, -2.7, 33, -4, 3, ., 2, 44
[50] N#Cc1nc(COc2ccccc2F)oc1NCCc1ccccc1
 : 2, -56, -14, 0.2, 103, -1, 2, ., 4, 108
[51] Cc1nc(CN2CCN(C(=O)NC3(c4ccccc4)CC3)CC2)cs1
 : 5, -9, -18, 0.2, 103, 1, 8, -6, -1, 93
[52] CC(=O)c1cccc(NC(=O)c2cnn3ccccc23)c1
 : -3, -19, -7, -2.6, 90, 7, 23, ., 7, 94
[53] O=P(Cc1ccccc1O)(c1ccccc1)c1ccccc1
 : 1, -3, 11, 1.2, 88, -10, ., ., -1, 87
[54] CSCC[C@H](NC(=O)OC(C)(C)C)C(=O)N/N=C/c1c(C)[nH]c(=O)[nH]c1=O
 : 10, -3, -6, -2.5, 100, 1, 2, -7, 2, 93
[55] O=C(COC(=O)c1cccs1)NCc1ccccc1
 : -8, -13, -14, -0.5, 96, 0, 4, -1, 0, 92
[56] COc1ccc(Cl)cc1NC(=O)CN(C1CCCCC1)S(C)(=O)=O
 : 9, -39, -4, -3.4, 80, -3, 8, 0, 1, 88
[57] Cc1ccc(NC(=O)CN(C)S(=O)(=O)c2cccs2)cc1C
 : -3, -60, -8, 0.5, 92, 0, 9, 14, 2, 95
[58] CCn1cc(/C=C(/C#N)S(=O)(=O)c2ccccc2)cn1
 : 4, -33, -8, 0.2, 93, 1, 20, 6, 1, 94
[59] Cc1ccc(S(=O)(=O)NCC(=O)NC2CCCCCC2)cc1
 : 1, -20, -5, -2.5, 99, -3, 31, -2, 4, 96
[60] Fc1ccc(CN2CCCCCCC2)cc1F
 : 10, -17, -12, 0.1, 100, 0, 2, ., 9, 95
[61] O=C(N/N=C/c1cc([N+](=O)[O-])ccc1O)NC12CC3CC(CC(C3)C1)C2
 : 2, -32, -1, 1.0, 54, -5, 21, -6, -3, 45

# Compound profiles, from the list above. Order of values: GALR2 blocker | Yeast growth inh | Yeast life ext | MRP-1 activ | PTEN del growth | Phagocytosis inh | Measles CPE | E-sel TNF inh | NPY Y2 blocker | HCT116 bCat-KO
# `Cc1ccc(S(=O)(=O)NCC(=O)NC2CCCCCC2)cc1` as listed: 1 | -20 | -5 | -2.5 | 99 | -3 | 31 | -2 | 4 | 96
# `CCn1cc(/C=C(/C#N)S(=O)(=O)c2ccccc2)cn1` as listed: 4 | -33 | -8 | 0.2 | 93 | 1 | 20 | 6 | 1 | 94
# `CS(=O)(=O)N1CCN(C(=O)C(Sc2ccccc2)c2ccccc2)CC1` (centres undefined) as listed: -2 | -28 | -16 | -2.5 | 78 | -4 | 7 | 7 | 0 | 86
